Screening results as filed in PubChem BioAssay.
M. tuberculosis HTS: M. tuberculosis growth inhibition, HTS (AID 449762); M. tuberculosis H37Rv growth inhibition, 7H9 media; higher % means a stronger effect; one-dose inhibition, % at 25 µM; IC50 in µM for titrated hits; actives 0.59% (n = 330,000); in the data active = a potency from the dose series; inconclusive = inhibition above about 70% without an active follow-up result;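 note: bacterial growth assessed after seven days of incubation; strong numbers were not always called active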
H1N1 NS1A inhibition: H1N1 influenza NS1A inhibitors, functional cell based assay (AID 504329); NS1A functional cell-based assay, percent inhibition; higher % means a stronger effect; inhibition, % at 12.5 µM; hits with a dose series show IC50 in µM; actives 0.3% (n = 340,000); in the data active = a potency from the dose series; inconclusive = inhibition above about 27% without an active follow-up result; note: strong numbers were not always called active
VEEV TC-83 Vero: inhibitors of VEEV TC-83 cytopathic effect, confirmation, Vero cells (AID 588727); actives 0.13% (n = 350,000); Vero cells, VEEV TC-83 cytopathic effect inhibition; higher % means a stronger effect; inhibition, % at 20 µM, or IC50 in µM where a hit was titrated; in the data active = a potency from the dose series; inconclusive = inhibition mostly from about 14% at the one dose, without a potency; inactive = the rest, 99 in 100 with inhibition below about 12%; note: strong numbers were not always called active
Salmonella PhoP GFP: PhoP regulon inhibitors, Salmonella typhi PhoP promoter GFP reporter, confirmatory (AID 1850) | Salmonella Typhi PhoP-promoter GFP reporter, fluorescence, 4 h; higher % means a stronger effect | one-dose inhibition, % at 50 µM; IC50 in µM for titrated hits | actives 0.33% (n = 310,000); in the data active = a potency from the dose series; inconclusive = inhibition mostly from about 25% at the one dose, without a potency; inactive = the rest, 99 in 100 with inhibition below about 19%;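 note: 0% = induced wells with vehicle and 100% = uninduced wells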
tuberculosis growth: growth inhibition of non-replicating M. tuberculosis (AID 488890); Mycobacterium tuberculosis non-replicating, growth inhibition; higher % means a stronger effect; inhibition, % at 25 µM; hits with a dose series show IC50 in µM; actives 0.39% (n = 320,000); in the data active = a potency from the dose series; inconclusive = inhibition mostly from about 82% at the one dose, without a potency; inactive = the rest, 99 in 100 with inhibition below about 76%;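 note: plate controls were DMSO cells for no effect and high antibiotic wells for full effect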
* marks the source's active call; other numbers are inactive results; i = inactive; ? = inconclusive; / = not tested or not shown. Hits appear at their usual frequency, and some 1.5% of all compounds hit somewhere here.

Sequence of screens – H1N1 NS1A inhibition	M. tuberculosis HTS	VEEV TC-83 Vero	tuberculosis growth	Salmonella PhoP GFP
O=C(NCc1ccc(F)cc1)C(c1ccccc1)N(C(=O)c1csnn1)C1CC1 (stereo not drawn)
 : 0%	0%	1.1%	7%	1%
NC(=O)c1cc([N+](=O)[O-])ccc1NCCN1C(=O)c2ccccc2C1=O
 : /	-1%	/	-12%	8%
CCCn1c(N)c(N(CCOC)C(=O)c2ccc(-c3ccc(Cl)cc3)o2)c(=O)[nH]c1=O
 : -10%	-4%	11%	4%	5%
CCCCOc1c(Cl)cc(CNC(C)(C)CO)cc1OCC
 : -3%	-6%	0.2%	18%	-13%
COCCN(C(=O)c1cccc(-n2cnnn2)c1)c1c(N)n(CC(C)C)c(=O)[nH]c1=O
 : -4%	-7%	0.1%	-15%	1%
Cc1cc(C)cc(NC(=S)NCCc2c[nH]c3ccccc23)c1
 : 6%	4%	i	17%	1%
CN(C)c1ccc(C2N(C)C(=O)c3ccccc3N2C)cc1 (stereo not drawn)
 : -3%	3%	4.2%	15%	-7%
O=C(NCC1COc2ccccc2O1)C1(c2ccccc2)CCCC1 (stereo not drawn)
 : -13%	-1%	2.6%	12%	3%
Cc1cc(C)nc(NS(=O)(=O)c2ccc(N=Cc3c(C)[nH]n(-c4ccccc4)c3=O)cc2)n1
 : -2%	-3%	0.2%	3%	1%
CN(Cc1ccccc1)C(=O)c1cc(-c2ccc(Br)cc2)on1
 : 5%	5%	1.1%	57%	-2%
Cc1ccc(NC(=O)CCn2cc(C(F)(F)F)ccc2=O)cc1
 : /	-3%	i	1%	-4%
Cc1ccc(NC(NC(=O)OCCn2c([N+](=O)[O-])cnc2C)C(Cl)(Cl)Cl)cc1 (stereo not drawn)
 : /	0%	/	-8%	7%
Cc1ccccc1Nc1c(-c2ccc(N3CCOCC3)cc2)nc2ncccn12
 : -11%	8%	3.1%	10%	-18%
Cc1ccc(N(CC(=O)NCc2ccncc2)S(C)(=O)=O)cc1
 : -13%	1%	1.6%	-5%	-7%
COc1ccc(-c2cc(C)no2)cc1S(=O)(=O)NCCCN1CCN(c2ccccc2)CC1
 : 10%	2%	i	22%	-6%
Cc1cc(-n2c(C)cc(C(=O)CSc3nncn3C)c2C)no1
 : -23%	-12%	4.6%	50%	/
CCO[C@@H]1OC(C(=O)Nc2ccccc2)=C[C@H](c2ccccc2)[C@H]1CCCO
 : -5%	7%	1.1%	10%	-4%
CC(=O)Nc1ccc(C(=O)NC2CCSc3ccccc32)cc1 (stereo not drawn)
 : -12%	-8%	4.0%	-3%	-6%
CCOC(=O)c1c(C)[nH]c(C)c1S(=O)(=O)N(C)CC(=O)Nc1cccc(F)c1
 : -9%	7%	1.3%	13%	-7%
Cc1cc(Cn2ccnc2)c(C)c([N+](=O)[O-])c1Cn1ccnc1
 : -18%	-4%	i	-6%	-17%
CCOC(=O)Cn1cc([N+](=O)[O-])c(OC)n1
 : -8%	4%	1.0%	-17%	7%
CCC(c1nnnn1Cc1cccs1)N1CCN(C(=O)c2ccco2)CC1 (stereo not drawn)
 : -1%	-5%	0.4%	1%	-2%
O=C1NC(=O)C2(Cc3c(nc4ccccn4c3=O)N3CCCCCC32)C(=O)N1Cc1ccccc1 (stereo not drawn)
 : -8%	7%	3.2%	65%	7%
CCOC(=O)N1CCN(c2c(NCCCN(CC)Cc3ccccc3)c(=O)c2=O)CC1
 : -7%	/	1.8%	/	-7%
C=CCNC(=S)Nc1ccc(C)cc1[N+](=O)[O-]
 : -3%	8%	1.3%	49%	2%
CC1CC(C)CN(CCCSc2ccccc2)C1 (stereo not drawn)
 : 0%	0%	0.3%	-1%	-1%
COC(=O)c1cc(CN2C(=O)c3ccccc3C2=O)c(O)c([N+](=O)[O-])c1
 : 16%	4%	1.4%	1%	1%
CC(=O)Oc1ccc2nc(CN3C(=O)c4ccc([N+](=O)[O-])cc4C3=O)oc(=O)c2c1
 : -8%	-2%	0.4%	3%	2%
CCc1noc(C)c1C(=O)N1CCCC1
 : 17%	8%	2.2%	9%	-4%
CCc1sc(C(=O)Nc2ccc(OC)c(S(=O)(=O)N3CCOCC3)c2)cc1C
 : -3%	5%	9.0%	11%	/
CN(C)CCNC(C(=O)Nc1cccc(C(F)(F)F)c1)c1ccccc1 (stereo not drawn)
 : -8%	-4%	0.2%	8%	2%
CCCN1Cc2cccc(C(=O)NCc3ccccc3)c2C1=O
 : 7%	1%	1.6%	11%	-13%
CCO/C=C1/C(=O)N(Cc2ccccc2)C(=O)c2ccccc21
 : 0%	3%	2.5%	-10%	10%
C=CCSc1nnc2n(CCc3ccccc3)c(=O)c3c4c(sc3n12)COC(C)(C)C4
 : 4%	2%	9.8%	-4%	-1%
CCCCOc1ccc(C(=O)NN2CCOCC2)cc1
 : 1%	-9%	2.4%	-10%	-2%
N#C/C(=C/c1ccc(N2CCOCC2)o1)c1ccc(Br)cc1
 : 4%	?	4.8%	63%	-54%
O=C(CCNC(=O)C1CCN(S(=O)(=O)c2ccc(F)cc2)CC1)Nc1ccccc1
 : -10%	-3%	0.8%	-1%	10%
CN(C)S(=O)(=O)c1ccc2c(c1)nc(CCC(=O)Nc1ccc(N3CCOCC3)cc1)n2C
 : -5%	-1%	i	-11%	-3%
COc1cc(C=O)ccc1Oc1nc(Nc2ccc(F)cc2F)nc(N2CCOCC2)n1
 : /	?	4.8%	18%	-7%
CCOC(=O)C1CCCN(C(=O)Cn2ncc3c([nH]c4ccc(C)cc43)c2=O)C1 (stereo not drawn)
 : 10%	1%	i	-5%	-7%
NC(=O)C1(N2CCCCC2)CCN(C(=O)CSc2nc3ccccc3s2)CC1
 : 1%	2%	1.5%	-3%	0%
CC(=O)Nc1ccc2ccc3cccc4ccc1c2c34
 : 1%	4%	5.5%	37%	-2%
O=C(NC(=S)Nc1cccc2cc(O)ccc12)c1ccccc1Br
 : 0%	38%	6.0%	?	7%
Cc1ccc(N(C(=O)C(F)(F)F)C(C(=O)NC2CCCCC2)c2ccncc2)cc1C (stereo not drawn)
 : 2%	0%	0.5%	-6%	-4%
COc1ccc(Cn2c(-c3ccc(OC)c(O)c3)nc3ccccc32)cc1O
 : 9%	9%	8.6%	13%	2%
Cc1cc(NC(=O)CSc2n[nH]c(N)n2)no1
 : 0%	13%	i	5%	4%
Cc1ccccc1Nc1nc(N)nc(COC(=O)c2ccco2)n1
 : 2%	11%	3.1%	6%	/
CSCCC(=O)Nc1nc(-c2ccccn2)cs1
 : 12%	/	1.9%	/	/
COc1ccc(CNS(=O)(=O)NCc2ccc(OC)c(OC)c2)cc1
 : -13%	3%	i	2%	-5%
CNc1nc(CCN2C(=O)c3ccccc3C2=O)cs1
 : 0%	-3%	2.6%	-5%	1%
CCOC(=O)C1CCN(C(=O)CSc2ccccc2Cl)CC1
 : 6%	-2%	0.9%	3%	10%
Nc1cc2c([N+](=O)[O-])cccc2o1
 : 9%	-1%	1.4%	-12%	5%
O=C(COc1ccc2ccc(=O)oc2c1)NC(Cc1ccc(Cl)cc1)C(=O)O (stereo not drawn)
 : -10%	-5%	0.4%	-15%	0%
Cc1cccc(S(=O)(=O)c2c(C)cc(C)[nH]c2=O)c1
 : -1%	-1%	i	-12%	-5%
c1ccc(CCn2c(C3CC3)nc3ccccc32)cc1
 : 23%	-2%	i	12%	5%
CC1CCc2nc3ccc(S(=O)(=O)N4CCC(C(=O)N5CCCCC5)CC4)cc3c(C(=O)O)c2C1 (stereo not drawn)
 : -13%	-2%	0.3%	-23%	-1%
CCC1CCCCN1CCCNC(=O)c1c(O)nc2ccccn2c1=O (stereo not drawn)
 : -14%	-16%	0.6%	-6%	-5%
C#CCSc1nncn1C(=O)/C=C/c1ccccc1
 : /	3%	/	20%	-1%
Cc1c(NC(=S)NC(=O)c2ccccc2Br)c(=O)n(-c2ccccc2)n1C
 : -17%	3%	0.5%	-12%	-5%
COc1cccc(-n2c([S-])c(C(=O)Nc3ccc(C(F)(F)F)cc3)[n+]3ccccc23)c1
 : /	-2%	/	9%	9%

Continued.
Sequence of screens – H1N1 NS1A inhibition	M. tuberculosis HTS	VEEV TC-83 Vero	tuberculosis growth	Salmonella PhoP GFP
COc1ccc(C(C)=O)cc1COC(=O)c1ccc2c(c1)OCCO2
 : -16%	4%	1.7%	12%	/
CCN1CCN(C(=O)CSc2ccc(C)cc2)CC1
 : -7%	0%	0.1%	1%	-4%
CCCc1c(C)c2cccc(C)c2[nH]c1=O
 : 5%	-5%	3.6%	5%	-6%
Cc1cccc(NC(=O)c2cnc3ccccn3c2=O)c1
 : 10%	/	8.6%	/	/
CN(CC(=O)Nc1ccc(F)cc1)C(=O)CSc1nc2ncc(Cl)cc2[nH]1
 : 4%	-2%	0.6%	9%	6%
O=C(Nc1ccc(N2C(=O)C3C4C=CC(C4)C3C2=O)cc1)Nc1nnc(C(F)(F)F)s1 (stereo not drawn)
 : -14%	-6%	2.5%	/	/
COc1ccccc1-n1cnnc1SCC(=O)Nc1ccccc1
 : -1%	7%	0.4%	-2%	6%
NCCCC[C@H](NC(=O)C1CCNCC1)c1nnc([C@@H](N)Cc2ccc(O)cc2)o1
 : -6%	-4%	0.1%	-9%	1%
COc1cccc(C(=O)Cn2c(=N)n(C)c3ccccc32)c1
 : -6%	5%	7.0%	-2%	3%
CC(=O)Oc1ccc(C2=NN(c3ccccc3)C(c3ccccc3)C2)cc1 (stereo not drawn)
 : -20%	24%	3.0%	8%	2%
Cc1ccc2c(c1)c1nnc(SCC(=O)N3CCN(c4ccc(F)cc4)CC3)nc1n2CC(=O)O
 : -1%	-5%	0.5%	11%	-8%
CC(C)=CCN1CCN(Cc2cc3ccccc3[nH]2)CC1CCO (stereo not drawn)
 : -3%	6%	2.3%	18%	4%
OCCCNC(=S)Nc1ccc(Br)cc1Cl
 : -2%	-4%	2.4%	-4%	0%
O=C1c2cccnc2C(=O)N1Cc1ccc(S(=O)(=O)NCc2ccco2)cc1
 : 5%	-3%	1.9%	-2%	-5%
NC1=NC(c2ccccc2C(F)(F)F)N(c2ccc(F)c(Cl)c2)C(N)=N1 (stereo not drawn)
 : -4%	10%	0.1%	24%	-4%
COc1cccc(S(=O)(=O)Nc2ccc(C(=O)NCc3ccco3)cc2)c1
 : 6%	0%	1.9%	28%	-9%
CCc1c(C)nc2ncnn2c1NCCc1ccccc1
 : -1%	12%	0.1%	6%	12%
COc1ccc(CC2c3cc(OC)c(OC)cc3CC[N+]2(C)CCC(=O)OCCCCCOC(=O)CC[N+]2(C)CCc3cc(OC)c(OC)cc3C2Cc2ccc(OC)c(OC)c2)cc1OC (stereo not drawn)
 : -8%	63%	3.5%	71%	1%
O=C(N/N=C1\CCCc2ccccc21)c1cccc(Br)c1
 : 2%	18%	9.2%	55%	-9%
O=C(Cc1ccccc1)NCCS(=O)(=O)N1CCN(c2ccccc2)CC1
 : -7%	2%	1.2%	-9%	3%

Reformatted field by field: part of the list above.
> CC(=O)Oc1ccc(C2=NN(c3ccccc3)C(c3ccccc3)C2)cc1 (stereo not drawn)
- H1N1 NS1A inhibition: -20%
- M. tuberculosis HTS: 24%
- VEEV TC-83 Vero: 3.0%
- tuberculosis growth: 8%
- Salmonella PhoP GFP: 2%
> Cc1ccc2c(c1)c1nnc(SCC(=O)N3CCN(c4ccc(F)cc4)CC3)nc1n2CC(=O)O
- H1N1 NS1A inhibition: -1%
- M. tuberculosis HTS: -5%
- VEEV TC-83 Vero: 0.5%
- tuberculosis growth: 11%
- Salmonella PhoP GFP: -8%
> CC(C)=CCN1CCN(Cc2cc3ccccc3[nH]2)CC1CCO (stereo not drawn)
- H1N1 NS1A inhibition: -3%
- M. tuberculosis HTS: 6%
- VEEV TC-83 Vero: 2.3%
- tuberculosis growth: 18%
- Salmonella PhoP GFP: 4%
> OCCCNC(=S)Nc1ccc(Br)cc1Cl
- H1N1 NS1A inhibition: -2%
- M. tuberculosis HTS: -4%
- VEEV TC-83 Vero: 2.4%
- tuberculosis growth: -4%
- Salmonella PhoP GFP: 0%

(cont.)
Sequence of screens – H1N1 NS1A inhibition	M. tuberculosis HTS	VEEV TC-83 Vero	tuberculosis growth	Salmonella PhoP GFP
Cc1ccc(C(=O)NC(=S)N(C)Cc2ccccc2)cc1
 : -1%	58%	i	-1%	5%
CCOC(=O)c1ccc(NC(=O)C(C)Sc2nc(O)c(-c3ccccc3)c(=O)[nH]2)cc1 (stereo not drawn)
 : -4%	5.5µM*	1.2%	75%	5%
COc1ccc(CC(=O)OCC(=O)Nc2ccc(F)cc2)cc1
 : -5%	/	2.3%	/	/
COc1ccc(CCNC(=O)C(=O)NCC2CCCN2S(=O)(=O)c2cc(C)ccc2C)cc1 (stereo not drawn)
 : 1%	49%	8.5%	44%	4%
COc1ccc(NC2=CC(c3ccc(OC)cc3)N(c3ccc(OC)cc3)C2=O)cc1 (stereo not drawn)
 : -16%	51%	0.7%	10%	0%
